Yp Topo-I inh = blocks Yersinia pestis topoisomerase I activity. 360,000 compounds, 0.064% hits. Y. pestis Topo-I cleavage product accumulation, plate reader. activity, % at 10 µM; in the data active means activity above about 50%, passing the limit was not always enough; inconclusive means no clear call, values can overlap the other calls; further: inactives centre near 2
TcdB GH inh = blocks C. difficile toxin B glycohydrolase activity. TcdB glycohydrolase enzymatic assay, plate reader. AID 652162. 350,000 compounds, 0.24% hits. inhibition, % at 9.99 µM; in the data active means inhibition above about 10%
UGM FP inh = inhibitors of M. tuberculosis UDP-galactopyranose mutase | P9WIQ1 | purified UGM, fluorescence polarization probe displacement | inhibition, % at 10 µM | 320,000 compounds, 0.06% hits | AID 504406; in the data active means inhibition above about 10%, passing the limit was not always enough; inconclusive means no clear call, values can overlap the other calls
PfHsp40 yeast = restores yeast growth despite PfHsp40 toxicity; 340,000 compounds, 0.68% hits; growth rescue, % at 12.5 µM; S. cerevisiae expressing PfHsp40, growth rescue, ATP luminescence; in the data active means growth rescue above about 28%, passing the limit was not always enough; inconclusive means no clear call, values can overlap the other calls;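 further: yeast W303a lacking pdr1 and pdr3 grown in galactose medium; growth measured after three days at 30 °C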
Mtb FBA inh = inhibitors of M. tuberculosis fructose-bisphosphate aldolase; P9WQA3; purified M. tuberculosis FBA, fluorescence read-out; inhibition, % at 1 µM; 360,000 compounds, 2.3% hits; AID 588726; in the data active means inhibition above about 27%;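 further: 0% = vehicle and 100% = reference inhibitor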
Vc quorum ag = quorum light induction in luxS cqsA deficient V. cholerae; 350,000 compounds, 0.16% hits; V. cholerae BH1578 lux reporter, luminescence, 6 h; AID 588436; activation, % at 18.7 µM; in the data active means activation mostly above about 9.7%, no sharp cut-off; inconclusive means no clear call, values can overlap the other calls; inactive means mostly below about 3.7%; further: not every result past the cut was called active; inactives centre near 0; reference of the scale not given here
BioA inh = blocks M. tuberculosis BioA enzyme activity | 360,000 compounds, 0.096% hits | inhibition, % at 9.99 µM | purified M. tuberculosis BioA enzyme, plate reader; in the data active means inhibition above about 40%; inconclusive means no clear call, values can overlap the other calls
FadD28 FP inh = inhibitors of Mycobacterium tuberculosis FadD28 bisubstrate binding; AID 588549; 360,000 compounds, 0.22% hits; FadD28 bisubstrate probe binding, fluorescence polarization; inhibition, % at 12.5 µM; in the data active means inhibition above about 8.5%, passing the limit was not always enough; inconclusive means no clear call, values can overlap the other calls
GDH-TPI counter = counter-screen for M. tuberculosis FBA inhibitors: GDH-TPI coupled enzymes; 360,000 compounds, 1.2% hits; AID 588335; inhibition, % at 4.8 µM; GDH-TPI coupled enzyme counterscreen, NADH absorbance; in the data active means inhibition above about 30%;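 further: 0% = DMSO wells and 100% = wells lacking the enzyme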
Numbers without * were called inactive; i = inactive; ? = inconclusive; nt = no result given.

SMILES	Yp Topo-I inh	TcdB GH inh	UGM FP inh	PfHsp40 yeast	Mtb FBA inh	Vc quorum ag	BioA inh	FadD28 FP inh	GDH-TPI counter
COc1cccc(-c2cc(C(=O)NCC3CCCO3)c3cc(C)cc(C)c3n2)c1 (stereo unspecified)	25	1.0	1.1	0.8	2	nt	-2.3	-3.1	11
COC(=O)C(C)Oc1ccc2c(-c3cccc([N+](=O)[O-])c3)cc(=O)oc2c1 (stereo unspecified)	6	nt	-1.1	0.9	-1	-2.0	4.2	-1.8	21
Cc1ccc(-n2c(SCC(=O)Nc3ccc4c(c3)OCCO4)nnc2-c2ccco2)cc1	33	nt	0.7	-1.6	0	-0.8	nt	0.1	-4
Cc1csc(=Nc2cccnc2)n1Cc1ccco1	1	2.1	-1.7	-0.5	8	-0.1	2.3	0.1	4
O=C1[C@@H]2CSCN2C(=O)CN1CCc1cccc(F)c1	16	nt	0.6	-1.1	0	-0.2	nt	1.6	-2
CC(C)C(NC(=O)CSc1ccc(Cl)cc1)C(C)C	9	-1.6	-2.9	-0.6	0	i	0.3	0.3	16
CCCN1C(=O)c2ccc(C(=O)Nc3cc(C)ccc3O)cc2C1=O	-1	1.6	1.7	0.0	-1	i	-0.7	0.3	11
CCOc1ccc(NC(=O)CN2C(=O)NC(C)(c3ccc4c(c3)OCCCO4)C2=O)cc1OCC (stereo unspecified)	3	0.5	nt	0.0	2	-0.8	0.0	0.2	5
O=[N+]([O-])c1ccccc1NC(=S)N/N=C/c1ccc(O)c(O)c1	-7	-0.3	-0.8	0.4	-2	-3.7	nt	-0.6	18
CN(C)S(=O)(=O)N1CCCN(S(=O)(=O)N(C)C)CC1	5	nt	1.5	-0.1	2	-0.3	0.1	-1.0	3
C/C(=N\Nc1ncc(Cl)cc1Cl)c1ccccn1	2	nt	nt	14	7	1.4	nt	-3.2	9
CCC(=O)N1CCN=C1SCc1ccc(F)cc1	1	0.1	0.2	0.0	1	-0.3	0.8	-3.3	-5
COc1ccc(C(=O)NCCCn2ccnc2)cc1[N+](=O)[O-]	-15	0.8	2.0	-0.7	5	-0.5	nt	1.0	32*
O=C(CCS(=O)(=O)c1ccc(Br)cc1)N1CCC2(CC1)OCCO2	1	nt	-0.6	1.3	4	-2.2	0.8	-2.5	-2
CCOC(=O)c1c(CCl)nc2ccccc2c1C	9	-5.6	-4.9	-0.6	2	-0.5	nt	0.3	-4
CCCn1c(Nc2ccccc2)nc2ccccc21	-2	nt	-0.5	-0.8	-3	i	-0.9	-1.6	1
CCC(=O)Nc1ccc2c(c1)C(=O)c1ccccc1C2=O	-20	nt	4.3	-0.9	1	-12	0.6	-2.2	5
Cc1cc(OCC(=O)N2CCN(c3ccccc3)CC2)c2c(C)c(C)c(=O)oc2c1	1	0.8	0.7	-0.8	0	i	-1.9	-2.1	4
CCCNC(=O)c1cc(C2CCCCN2S(=O)(=O)c2cccc3cccnc23)on1 (stereo unspecified)	-1	3.4	nt	nt	-2	-0.7	-0.7	-2.7	9
CCOC(=O)N1CCN(c2c(-c3ccc(C)cc3)c(=O)c2=O)CC1	2	nt	-0.4	0.9	2	-2.9	3.0	-0.3	34*

A second format for some results above:
Molecule | Yp Topo-I inh | TcdB GH inh | UGM FP inh | PfHsp40 yeast | Mtb FBA inh | Vc quorum ag | BioA inh | FadD28 FP inh | GDH-TPI counter
Cc1csc(=Nc2cccnc2)n1Cc1ccco1 | 1 | 2.1 | -1.7 | -0.5 | 8 | -0.1 | 2.3 | 0.1 | 4
O=C1[C@@H]2CSCN2C(=O)CN1CCc1cccc(F)c1 | 16 | nt | 0.6 | -1.1 | 0 | -0.2 | nt | 1.6 | -2

Shown as a markdown table: three of the compounds above
| mol | Yp Topo-I inh | TcdB GH inh | UGM FP inh | PfHsp40 yeast | Mtb FBA inh | Vc quorum ag | BioA inh | FadD28 FP inh | GDH-TPI counter |
| --- | --- | --- | --- | --- | --- | --- | --- | --- | --- |
| CCOC(=O)c1c(CCl)nc2ccccc2c1C | 9 | -5.6 | -4.9 | -0.6 | 2 | -0.5 | nt | 0.3 | -4 |
| CCCn1c(Nc2ccccc2)nc2ccccc21 | -2 | nt | -0.5 | -0.8 | -3 | i | -0.9 | -1.6 | 1 |
| CCC(=O)Nc1ccc2c(c1)C(=O)c1ccccc1C2=O | -20 | nt | 4.3 | -0.9 | 1 | -12 | 0.6 | -2.2 | 5 |

Additional results
SMILES	Yp Topo-I inh	TcdB GH inh	UGM FP inh	PfHsp40 yeast	Mtb FBA inh	Vc quorum ag	BioA inh	FadD28 FP inh	GDH-TPI counter
Cc1ccc2cc(C(c3nnnn3C3CCCC3)N(Cc3cccnc3)Cc3ccco3)c(=O)[nH]c2c1 (stereo unspecified)	5	nt	1.1	0.4	7	i	-1.5	-0.4	11
COc1ccc(-c2cc(C(F)(F)F)n3nc(C(=O)NCc4ccco4)cc3n2)cc1OC	11	nt	1.4	-0.2	1	nt	2.9	-4.3	4
Nc1cccc(N=[N+]([O-])c2cccc(N)c2)c1	0	-1.2	nt	-0.8	1	-0.8	0.6	0.5	14
CCCCN(CC)C(=O)C1CCC(=O)N(c2ccc(OC)cc2)C1c1ccc(OC)c(OC)c1 (stereo unspecified)	4	nt	0.6	2.3	-1	i	1.4	-2.9	0
COCCNC(=O)c1onc(CSc2ccc(F)c(F)c2)c1C(=O)O	1	0.6	0.3	-1.2	1	i	-0.1	-4.6	-9
NC(=O)C1(N2CCCCC2)CCN(C(=O)CSc2nc3ccccc3o2)CC1	5	nt	0.2	-0.8	-4	i	2.9	-2.0	9
COC(=O)CN1C(=S)N(c2ccc(Cl)cc2)C(=O)C1CC(=O)Nc1ccccc1 (stereo unspecified)	-16	1.6	0.5	0.2	0	-3.4	nt	-2.2	2
Fc1ccc(-c2cc(C(F)(F)F)nc(-n3cncn3)n2)cc1	1	nt	1.6	-0.1	5	0.9	nt	-3.6	-11
COc1ccc2cc(C(=O)N3CCN(c4cccc(C)c4C)CC3)[nH]c2c1	8	-0.8	-1.4	-1.1	0	i	1.2	nt	1
O=C(/C=C/c1ccccc1)Oc1coc(CSc2ncccn2)cc1=O	12	-1.1	-2.1	1.6	2	-3.6	nt	-2.0	7
CC(=O)N(CCC(c1ccco1)C(C)C)Cc1ccc(OC(C)C)cc1 (stereo unspecified)	16	2.7	2.1	7.6	0	0.2	3.6	-5.1	-16
CCc1nnc(NC(=O)CSc2nccn2-c2cccc(C)c2C)s1	23	-1.3	-0.5	0.1	2	-0.3	-2.0	0.9	-3
Cc1cc(CNC(=O)COc2ccc(C#N)cc2)c2ccccc2n1	-9	0.4	-0.6	-2.2	-1	-0.2	nt	-6.5	3
Cc1ccc(N(CC(=O)NC2CCCC2)C(=O)CCC(=O)Nc2ccccn2)cc1	-5	0.2	0.2	0.0	0	i	0.2	-0.4	1
CCCCN(CCCC)CC(O)CN1C(=O)NC(C)(C)C1=O (stereo unspecified)	-4	nt	1.4	0.1	0	i	nt	0.1	-7
CC(=NCCN1CCCCC1)c1c(O)n(-c2ccccc2)c(=O)[nH]c1=O	9	0.1	-1.6	-2.0	6	2.8	nt	1.7	-18
COc1ccccc1C(=O)NC(=O)COC(=O)CCOc1ccccc1C	27	0.7	1.2	2.0	-2	-5.6	nt	-2.0	3
CCC(Sc1nc2sc(C(=O)OC)c(C)c2c(=O)n1N)C(=O)NCC1CCCO1 (stereo unspecified)	-8	nt	-3.2	-0.3	1	-1.0	1.0	-1.8	20
CN1C(=O)c2cccc(NCCCCCCN3C(=O)c4ccccc4C3=O)c2C1=O	1	nt	1.7	0.5	2	-3.4	-2.4	-2.5	2
O=C(OCc1nc2ccccc2c(=O)[nH]1)c1cccs1	1	nt	-0.4	-0.5	-7	i	nt	-4.2	-6
Cc1ccc(C)c(NC(=O)C2CCCN(S(=O)(=O)c3ccc4[nH]c(=O)ccc4c3)C2)c1 (stereo unspecified)	11	-4.2	-2.4	-0.2	1	-0.3	-1.4	-0.2	8
O=C(CN1C(=O)C2C3C=CC(C3)C2C1=O)NCc1ccc2c(c1)OCO2 (stereo unspecified)	2	nt	-1.3	6.4	2	i	-2.3	0.9	5
COc1ccc(NC(=O)Nc2ccccc2OC)cc1	-2	nt	0.0	-0.4	-1	i	-0.8	-2.1	9
O=C(NC(Cc1ccccc1)C(=O)O)/C(=C/c1ccc(F)cc1)NC(=O)c1ccccc1 (stereo unspecified)	4	0.4	-1.8	0.4	0	-6.7	0.2	-3.6	-2
N#Cc1c(NC(=O)CSC2=NCCS2)sc2c1CCCC2	24	nt	-0.9	0.6	-3	i	-1.1	-2.6	9
CCOC(=O)C1CCN(c2ccc([N+](=O)[O-])c(C(C)=O)c2)CC1	?	-1.1	1.8	-0.9	-16	i	3.1	-1.3	21
CC(C)CN(C(=O)c1cccc(S(=O)(=O)N2CCCCC2)c1)C1CCS(=O)(=O)C1 (stereo unspecified)	-5	-0.3	3.6	-1.6	2	i	0.8	0.8	2
O=C(CS(=O)(=O)c1ccccc1)NCc1ccccc1	9	-0.6	-8.5	-0.4	-1	0.5	9.2	1.5	9
Cn1cc(C(=O)NCc2ccc(Cl)cc2)c(=O)c2cc(S(=O)(=O)N3CCOCC3)ccc21	-1	1.5	-0.2	0.1	0	-0.3	-1.0	-1.2	-7
Cc1cc(C)nc(-n2nc(C)c(Br)c2Nc2ccc(Br)cc2)n1	15	nt	1.1	0.3	0	nt	-1.3	-0.9	4
CC(c1nnc(SCC(=O)c2c(N)n(C3CC3)c(=O)[nH]c2=O)n1-c1ccc(F)cc1)N(C)C (stereo unspecified)	5	2.3	-1.7	0.4	2	-5.9	0.1	0.1	-1
CN=C1SC(CC(=O)Nc2ccc(F)cc2F)C(=O)N1/N=C/c1ccc(OC(F)F)c(OC)c1 (stereo unspecified)	-16	0.1	-0.8	1.8	-1	-0.3	1.4	-2.1	5
CCn1nnnc1SCC(=O)Nc1ccc2c(c1)OCCO2	3	nt	0.0	-1.2	-1	0.3	-0.9	-2.0	3
O=C(Nc1cccc(C(F)(F)F)c1)c1csc([C@H]2C[C@H](O)[C@@H](CO)O2)n1	-3	1.2	nt	nt	1	-1.3	-0.1	-0.4	4
O=c1oc2ccccc2c(NCc2ccc(Cl)cc2)c1[N+](=O)[O-]	0	0.8	2.8	4.2	-1	0.4	15	-1.8	29
CC(C)(C)[C@@H]1COC(=O)[C@H](Cc2ccc(F)cc2)CC/C=C\C[C@@H](CC(=O)N(CCO)Cc2ccccc2)C(=O)N1	-1	0.5	3.1	1.3	-1	-0.4	-2.6	-4.7	1
O=C(NCc1ccco1)C(c1cccs1)N(C(=O)C1COc2ccccc2O1)c1cccc(O)c1 (stereo unspecified)	-6	nt	-3.2	0.3	-5	i	0.4	0.1	1
CCn1c(SCC(=O)NC(C)(C)C)nnc1-c1ccccn1	0	nt	1.6	-1.8	2	0.7	nt	-1.9	7
Nc1ccn([C@@H]2O[C@H](CN=C3NS(=O)(=O)c4ccccc43)[C@@H](O)[C@H]2O)c(=O)n1	-7	0.2	nt	nt	0	-0.4	-0.4	-3.8	0
COc1ccc2nc(CNC(=O)C3CCC(=O)N(CCc4ccccc4)C3)[nH]c2c1 (stereo unspecified)	3	-4.0	0.1	-1.2	6	-1.6	-1.0	-1.1	-7
CCc1nnc(NC(=O)CSc2sc3c(O)cc(=O)[nH]c3c2C#N)s1	-8	0.4	1.5	-0.3	2	0.3	-0.5	1.3	16
C=C(C)C1CC=C(CN2CCC(C(=O)OCC)CC2)CC1 (stereo unspecified)	7	nt	0.2	1.8	-1	-0.3	-1.7	-2.3	10
COCCN(CCOC)C(=O)c1cc2sc3ccccc3c2s1	13	-0.1	1.7	2.0	0	-0.2	0.8	-5.0	2
CC1CC(NS(=O)(=O)c2cccs2)CC(C)(C)C1 (stereo unspecified)	8	0.4	-0.7	0.9	3	-1.9	-0.1	0.0	12
COc1ccc(C(CNC(=O)COc2ccccc2C)N2CCOCC2)cc1 (stereo unspecified)	0	-0.5	1.8	-0.3	4	i	-1.6	3.0	0
Cc1nn(-c2ccccc2)c(Cl)c1/C=N/Nc1nnc(C)c(=O)[nH]1	5	1.1	-0.4	-1.3	4	-0.6	nt	-1.1	7
CC[n+]1c(C)sc2c3ccsc3ccc21	-2	0.2	-2.2	-0.2	3	i	nt	-1.5	0

From PubChem BioAssay
